PKA-R1A act = PKA-R1A complex activation. PKA-R1A dissociation, Cy5-IP20 fluorescence polarization; scaled: DMSO 0%, 113 µM cGMP 100%. 340,000 compounds, 0.083% hits. P00514+P68181. activation, % at 11.4 µM;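 active = percent activation above the mean of all tested compounds plus 3 SD, cut at about 19% in these data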;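 note: higher means more PKAc released from R1A so a rise in polarization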
DSG3 Ab inh = blocks pemphigus antibody binding to human desmoglein-3; DSG3-coupled beads, scFv-anti-DSG3-GFP binding, flow cytometry; hits give low values; 310,000 compounds, 0.48% hits; binding (percent of control), % at 10 µM;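 active = binding more than 3 SD below its plate's average and above zero; inconclusive = below that plate limit but binding exactly zero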;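 note: hits lower antibody fragment binding to DSG3; some compounds called inactive have numbers as strong as hits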
Target sequence (P32926 whole entry, looked up, the tested form may be a part): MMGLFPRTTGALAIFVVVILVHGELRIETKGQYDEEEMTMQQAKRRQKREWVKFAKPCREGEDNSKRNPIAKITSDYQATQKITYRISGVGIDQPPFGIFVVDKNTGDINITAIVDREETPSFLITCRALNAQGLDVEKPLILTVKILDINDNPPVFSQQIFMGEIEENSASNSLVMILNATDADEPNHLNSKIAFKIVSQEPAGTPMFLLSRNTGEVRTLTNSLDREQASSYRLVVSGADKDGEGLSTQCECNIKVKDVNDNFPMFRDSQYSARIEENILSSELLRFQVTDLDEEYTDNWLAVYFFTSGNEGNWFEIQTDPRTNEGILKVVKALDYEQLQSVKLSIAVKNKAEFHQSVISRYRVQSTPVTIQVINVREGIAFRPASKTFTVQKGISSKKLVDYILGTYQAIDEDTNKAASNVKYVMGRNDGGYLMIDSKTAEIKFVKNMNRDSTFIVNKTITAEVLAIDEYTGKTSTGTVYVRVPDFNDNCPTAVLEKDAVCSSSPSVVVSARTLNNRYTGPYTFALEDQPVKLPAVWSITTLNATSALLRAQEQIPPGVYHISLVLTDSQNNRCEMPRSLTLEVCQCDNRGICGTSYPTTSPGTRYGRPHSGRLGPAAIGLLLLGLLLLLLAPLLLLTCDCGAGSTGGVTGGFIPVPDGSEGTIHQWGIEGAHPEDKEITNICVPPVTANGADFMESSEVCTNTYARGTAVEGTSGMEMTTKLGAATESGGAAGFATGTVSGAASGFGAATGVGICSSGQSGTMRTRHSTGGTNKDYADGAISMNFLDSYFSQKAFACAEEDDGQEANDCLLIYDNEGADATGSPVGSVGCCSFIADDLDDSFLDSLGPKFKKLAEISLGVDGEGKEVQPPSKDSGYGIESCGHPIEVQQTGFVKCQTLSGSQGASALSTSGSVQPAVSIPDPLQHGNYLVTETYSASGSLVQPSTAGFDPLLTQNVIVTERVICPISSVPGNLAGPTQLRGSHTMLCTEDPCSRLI
phage Ecoli inh = E. coli growth loss with phage present. growth absorbance. inhibition, % at 11.9 µM. 360,000 compounds, 0.26% hits. AID 651602; in the data active = inhibition above about 11%
SUMO Mot1 rescue = SUMOylation pathway inhibition by Mot1-301 growth rescue. S. cerevisiae Mot1-301 growth rescue, ATP luminescence, 38.5C; percent above DMSO median, 100 means doubled. growth rescue, % at 18.8 µM. 320,000 compounds, 1% hits. AID 2716;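 active = every valid replicate shows activation above 250% relative to neutral control wells; inactive = the rest, any valid replicate at or below 250%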;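 note: OY570 slx delta 5 strain wells were the positive control but not used for scaling; some compounds called inactive have numbers as strong as hits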
Arr AP2 block = blocks beta-arrestin peptide binding to AP2 adaptin | FITC-arrestin peptide / GST-AP2 beads, flow cytometry; AP2 beta2 appendage carries R879A mutation | inhibition, % at 10 µM | 340,000 compounds, 0.31% hits | AID 504490;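 active = inhibition above a set limit, near 3 SD of compounds lacking own fluorescence, cut at about 54% in these data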;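 note: plate controls were DMSO wells for no effect and 5 µM unlabelled arrestin peptide for full effect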
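test system = AP2 appendage R879A on GSH beads | buffer or medium = PBS plus Tween 20 (0.05%) and BSA (0.1%) | incubation = 12 min plus 1 h, RT | detection = bead flow cytometry, FITC channel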
AddAB inh = less growth of phage-infected E. coli with AddAB. AID 435030. inhibition, % at 11.9 µM. E. coli expressing H. pylori AddAB, absorbance growth. 330,000 compounds, 0.29% hits; in the data active = inhibition above about 12%;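 note: 0% = vehicle wells of infected cells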
MOR-DOR inv ag = inverse agonists of human mu-delta opioid receptor heterodimerization; AID 504357; 340,000 compounds, 0.21% hits; P35372+P41143; inhibition, % at 9.3 µM; cell-based MOR-DOR heterodimer luminescence, inverse agonism; in the data active = inhibition above about 22%, passing the limit was not always enough;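 note: 0% = cells with DMSO and 100% = wells without cells with DMSO; values of inactives mirror those of a sister screen read the other way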
MOR-DOR ag = OPRM1-OPRD1 heterodimerization agonism. P35372+P41143. cells, luminescence. activation, % at 9.3 µM. 340,000 compounds, 0.3% hits. AID 504326; in the data active = activation above about 18%;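 note: 0% = vehicle-treated cells and 100% = reference agonist; values of inactives mirror those of a sister screen read the other way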
Tat export inh = blocks Tat-dependent protein export in E. coli | E. coli MC4100 TorA-mCherry Tat export, fluorescence | inhibition, % at 10 µM | 340,000 compounds, 0.036% hits | AID 488895;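 active = mean replicate inhibition at least 50% and at least half of replicates individually reaching 50%; inconclusive = only one of the two criteria met; inactive = neither criterion met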;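 note: exported cargo escapes ClpAP degradation while cytoplasmic cargo is degraded and loses fluorescence; 0% = median of neutral control wells and 100% = median of NaSCN control wells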
PfHsp90 set2 = inhibits growth of yeast expressing Plasmodium falciparum Hsp90; S. cerevisiae expressing PfHsp90, BacTiter-Glo ATP, 48 h; yeast lacking PDR1 and PDR3 efflux regulators; inhibition, % at 9.4 µM; 310,000 compounds, 0.32% hits; AID 504621;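 active = every replicate shows inhibition above about 80%, whatever the replicate mean, limit read from the data; inconclusive = mean inhibition reaches the set limit but some replicate falls short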;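 note: 0% = DMSO neutral controls and 100% = 20 µM radicicol positive controls; yeast relying on Plasmodium falciparum Hsp90 in place of its own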
Ecoli viability = counter-screen for AddAB inhibitors: E. coli growth inhibition | 330,000 compounds, 0.27% hits | E. coli V3065 growth, OD600 absorbance, 18 h | inhibition, % at 11.9 µM;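 active = inhibition above the campaign's mean inhibition across all tested compounds plus 3 SD, cut at about 9.9% in these data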;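 note: uninfected addAB+ strain grown without phage in ampicillin broth; 0% = DMSO wells and 100% = ciprofloxacin 0.95 µg/ml wells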
Active calls of the source: *; u = inconclusive; x = not tested or not shown.

The line under a structure holds: PKA-R1A act, DSG3 Ab inh, phage Ecoli inh, SUMO Mot1 rescue, Arr AP2 block, AddAB inh, MOR-DOR inv ag, MOR-DOR ag, Tat export inh, PfHsp90 set2, Ecoli viability
COc1ccc(OCc2cc(C(=O)NCCN3CCCC(O)C3)no2)c(Cl)c1 (centres undefined)
  13, 103, 2.8, -8, 2, 0.9, -4, 0.7, -1, 15, 1.3
COc1ccc(S(=O)(=O)Nc2cc(C(=O)NC3CCCCCC3)ccc2N2CCOCC2)cc1
  -12, 99, x, 16, 4, 3.2, -7, 1.3, 4, 13, -1.0
COc1ccc(NC(=O)CSc2nc3ccsc3c(=O)n2CCCCCC(=O)O)cc1
  -11, 102, 2.1, 36, 31, 1.3, 14, -2.9, -3, 8, 2.4
CCc1nn(C(C)C(=O)NCc2ccc(Cl)cc2)c(=O)c2cc3occc3n12 (centres undefined)
  1, 108, 1.4, 2, -20, 1.4, -2, 0.5, -1, -9, -0.6
COc1ccc(S(=O)(=O)NCC(c2ccc(F)cc2)N2CCOCC2)cc1Br (centres undefined)
  -10, 103, 3.0, x, -2, x, -2, 0.3, 2, 16, x
CSc1nc2ccc(NC(=O)c3c(-c4ccccc4)noc3C)cc2s1
  -9, 106, 2.6, 10, 35, 3.6, -23, 4.5, 11, 1, 0.0
CCc1cc(C(=O)NNC(=S)NCc2ccccc2)cs1
  2, 96, 0.9, -12, 10, -1.5, 12, -2.3, 2, x, 1.4
CC(C)CNC(=O)c1cccc(NC(=O)C(C)C)c1
  -5, 103, 4.2, -8, 5, 3.0, 17, -3.3, -3, 2, 1.7
Cc1cc(F)ccc1S(=O)(=O)N(CC(=O)N1CCOCC1)CC(=O)N1CCOCC1
  -9, 98, 3.8, -14, -6, -0.2, 11, -2.2, 5, x, -1.4
Cc1ccc(NC(=O)NNC(=O)Cn2nc(-c3ccccc3)c(-c3ccccc3)c(C#N)c2=O)cc1
  -7, 103, 0.5, 364*, -2, -1.8, 9, -1.6, -1, -3, 1.2
Cc1ccc(NC(=O)C(C)N=C2NS(=O)(=O)c3ccccc32)cc1F (centres undefined)
  -5, 102, -0.1, 1, 1, 0.2, -1, 0.3, 11, -2, 0.5
Cc1nc2nc(SCC(=O)C(C)(C)C)[nH]c2cc1Br
  -3, x, 4.6, -9, -6, 1.6, 2, -0.5, 0, -11, 0.2
c1ccc(N2CCN(Cc3nnnn3C3CCCCC3)CC2)cc1
  6, 96, -0.3, 30, 24, -0.2, -7, 1.2, 7, -13, 0.4
COCCNC(=O)c1ccc(S(=O)(=O)c2ccc(Cl)cc2)c(NC(C)=O)c1
  0, 101, 1.7, 102, -14, 0.0, 10, -2.3, -10, -4, 0.0
CN(CC(=O)Nc1ccccc1Cl)C(=O)c1cccc(S(=O)(=O)N2CCN(c3ccccc3)CC2)c1
  -5, 102, 5.3, x, -4, x, 7, -1.1, 1, -18, x
C/C=C/c1ccc(OCCOc2cc(C=O)ccc2OC)c(OC)c1
  0, 96, 3.6, 21, 4, -0.9, 7, -1.4, 0, 21, -1.6
CC(=O)c1ccc(S(=O)(=O)N2CCN(C(=O)/C=C/c3ccc4ccccc4n3)CC2)cc1
  -2, 86, 1.2, -2, -12, -2.0, 0, 0.1, -1, 4, -0.3
Clc1ccc(-c2cc(C3CCNCC3)[nH]n2)cc1
  -3, 95, 3.8, 3, 19, 2.1, 10, -1.7, -1, -1, -0.8
COc1ccc(-n2c(SCC(=O)Nc3ccc(C(N)=O)cc3)nc3c([nH]c4ccccc43)c2=O)cc1OC
  -3, 111, 1.0, -15, 27, -0.3, 11, -2.8, -4, -11, -0.3
COc1ccccc1NC(=O)c1cccc2c(Br)cccc12
  -3, 103, -0.8, 20, -16, 1.5, 6, -1.3, -4, -7, 1.8
O=C(c1cc(-c2ccncc2)nc2ccc(Br)cc12)N1CCN(Cc2ccc3c(c2)OCO3)CC1
  0, 110, 3.5, 2, -21, 1.5, 8, -1.5, 1, 17, -0.8
CCOc1ccc(NC(=O)CN(C)C(=O)c2cccnc2Sc2ccc(C)cc2C)cc1OCC
  4, x, 1.2, x, 21, x, -4, 1.1, 1, -1, x
Cc1cccc(C(=O)O/N=C(\N)c2cccc([N+](=O)[O-])c2)c1
  -6, 98, x, 11, 1, -1.1, -29, 5.4, -9, 5, -1.4
COC(=O)c1ccccc1NC(=O)CN(c1ccc(OC)cc1)S(C)(=O)=O
  -2, 101, 1.8, -16, -1, -2.1, 4, -0.8, 2, 25, -1.7
O=C(CCN1CCCCC1)c1ccccc1
  -7, 123, -1.4, 12, -3, 1.5, -12, 2.3, 6, -5, -0.8
Cc1ccc(C)c(N2CCN(S(=O)(=O)c3ccc4c(c3)oc(=O)n4C)CC2)c1
  7, 88, 1.5, 15, 6, 2.8, 7, -1.4, -6, x, 0.4
COc1ccc(S(=O)(=O)N2CCC(C(N)=O)CC2)cc1
  -8, 100, 1.6, 24, 7, -1.2, -3, 0.5, u, -17, -0.9
O=C(O)/C=C/c1ccc(S(=O)(=O)NCc2ccco2)cc1
  3, 96, 0.5, -2, 3, -0.5, 7, -1.5, 0, 4, 1.1
COc1ccc2[nH]c(C(=O)NCc3ccccc3)c(C)c2c1
  4, 93, 3.8, 2, 5, 1.4, 2, -0.5, 3, -26, 1.5
OC1(c2cn(Cc3ccccc3)nn2)CCCCC1
  -8, x, 0.5, 0, -11, 3.1, 18, -4.4, -4, 0, 1.1
CCCCCC(=O)Nc1nc2ccccc2[nH]1
  -9, 107, 1.2, 15, 10, -2.3, -3, 0.5, 28, x, -3.9
O=C(COc1ccc(Cl)cc1Cl)NCCCCc1ccccc1
  -6, 95, 1.0, -10, 4, -1.3, -22, 4.3, 18, x, -2.9
C=CCNC(=O)c1ccc(-n2cccc2)cc1
  1, 99, 2.7, -1, 0, 0.2, 5, -0.6, -4, -35, 0.8
N/C(=N\OC(=O)CCC1CCCCC1)c1ccc([N+](=O)[O-])cc1
  -4, 108, 2.3, 4, 6, 4.1, -30, 5.8, 0, x, 0.2
Cc1cc(OCC(=O)OCC(=O)N2CCc3ccccc32)ccc1Cl
  14, 114, -1.1, x, 2, 2.3, -9, 2.2, -1, -10, -1.3
CC1=Nc2cc(C(=O)O)ccc2Sc2c(C)ccc(C)c21
  -18, 100, 1.8, -4, 12, 3.8, 18, -3.6, -6, 2, 3.3
O=C(CCSc1ccccc1)Nc1nnc(-c2cccs2)o1
  -7, 111, -3.1, -10, -9, 3.3, 0, -0.1, -16, 7, -5.3
CNC(=S)N/N=C/c1c2ccccc2c(Cl)c2ccccc12
  5, 124, 1.8, 0, 5, 1.8, -24, 3.9, -4, 1, -0.9
O=C1NC(=O)N(Cc2ccccc2)CC1Br (centres undefined)
  0, 91, 0.7, x, 7, x, -47, 9.4, 1, -70, x
COCc1cc(C)nc(SCc2ccc(Cl)cc2)c1C#N
  8, 103, 0.9, 0, -2, -1.3, 7, -1.5, 6, 24, -0.5
N#CCSc1nc2c(sc(=S)n2Cc2ccco2)c(=O)n1-c1ccc(F)cc1
  0, 96, 2.0, 19, 1, 0.3, -5, 0.9, -4, x, -0.7
CCCN(CCC)S(=O)(=O)c1cccc(-c2csc(C)n2)c1
  7, 93, -2.5, -2, -6, 1.1, 2, -0.5, 1, -17, 3.1
CCOC(=O)c1nnn(CC(=O)Nc2cccc(F)c2)c1C(=O)OCC
  3, 101, -0.5, -17, -1, 1.4, 1, -0.2, -1, -31, 2.6
N#C/C(=C(/O)COC(=O)CSc1ccc(Cl)cc1)c1nc2ccccc2[nH]1
  -14, 104, 2.9, -17, 9, -0.3, -14, 2.0, 8, 18, -4.1
O=C(COc1ccc(NC(=O)c2ccccc2)cc1)c1ccccc1
  1, 84, -1.3, -5, 12, -0.6, 15, -2.8, 0, -5, -1.3
CCN1CCn2c1nc(N1CCCCC1)nc2=O
  0, 103, 0.0, 2, 5, 0.2, -4, 0.7, -4, 17, 0.7
CCN1CCN(C(=O)c2ccc(S(=O)(=O)Nc3ccccc3)cc2)CC1
  4, 118, -0.9, 7, 3, 0.9, 2, -0.5, 0, 7, 0.0
O=C(COc1ccc2cc(Br)ccc2c1)N1CCOCC1
  -9, 106, 0.0, -15, -2, 2.7, -3, 0.6, 1, -9, 0.8
COc1ccc(NC2CCCN(C(=O)CSc3ccccc3)C2)cc1OC (centres undefined)
  6, 113, 2.0, 1, 5, 3.0, 15, -4.5, -5, 3, -1.0
Cc1ccc(NC(=O)CN2CCN(C(=O)C3CCCO3)CC2)c(C)c1 (centres undefined)
  5, x, 3.4, 308, 6, 0.2, 7, -1.3, -5, -26, 0.6
CN1CCCC1=Nc1c2c(nc3ccccc13)N(C)CC2
  3, 85, 2.1, 5, 3, 1.0, 0, 0.1, 2, 1, -0.3
O=C(CCCCCN1C(=O)c2ccccc2C1=O)Nc1cccc(O)c1
  -16, 120, 1.4, -8, 5, -0.2, 5, -1.0, 7, 16, -1.3
COc1cc(/C=C/C(=O)c2ccc(Cl)s2)cc(OC)c1O
  8, 97, x, -27, 12, -1.0, 4, -0.8, -4, -129, -1.6
CCNc1nc(N)nc(-c2cc(Cl)ccc2O)n1
  -3, 112, x, 39, -3, 3.5, -6, 1.1, -2, 52, 0.8
Cc1cc(OCC(=O)Nc2ccncc2)ccc1[N+](=O)[O-]
  0, 81, 2.3, -7, 11, -1.0, 9, -2.1, -2, -19, -1.5

Screens deposited in PubChem by several laboratories.
